BAP1 inh = blocks human BAP1 ubiquitin-AMC hydrolysis; Q92560; recombinant BAP1, Ub-AMC hydrolysis fluorescence kinetic; hits give low values; activity remaining (% of control), % at 20 µM; 0.48% of 72,000 active; AID 436;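 active means activity remaining at or below 50% of control, provided the compound also passes the data quality filters; inactive means the rest, including low values that fail the filters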;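 further: 100% = DMSO wells rate and 0% = substrate alone blank rate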
Target sequence (Q92560 whole entry, looked up): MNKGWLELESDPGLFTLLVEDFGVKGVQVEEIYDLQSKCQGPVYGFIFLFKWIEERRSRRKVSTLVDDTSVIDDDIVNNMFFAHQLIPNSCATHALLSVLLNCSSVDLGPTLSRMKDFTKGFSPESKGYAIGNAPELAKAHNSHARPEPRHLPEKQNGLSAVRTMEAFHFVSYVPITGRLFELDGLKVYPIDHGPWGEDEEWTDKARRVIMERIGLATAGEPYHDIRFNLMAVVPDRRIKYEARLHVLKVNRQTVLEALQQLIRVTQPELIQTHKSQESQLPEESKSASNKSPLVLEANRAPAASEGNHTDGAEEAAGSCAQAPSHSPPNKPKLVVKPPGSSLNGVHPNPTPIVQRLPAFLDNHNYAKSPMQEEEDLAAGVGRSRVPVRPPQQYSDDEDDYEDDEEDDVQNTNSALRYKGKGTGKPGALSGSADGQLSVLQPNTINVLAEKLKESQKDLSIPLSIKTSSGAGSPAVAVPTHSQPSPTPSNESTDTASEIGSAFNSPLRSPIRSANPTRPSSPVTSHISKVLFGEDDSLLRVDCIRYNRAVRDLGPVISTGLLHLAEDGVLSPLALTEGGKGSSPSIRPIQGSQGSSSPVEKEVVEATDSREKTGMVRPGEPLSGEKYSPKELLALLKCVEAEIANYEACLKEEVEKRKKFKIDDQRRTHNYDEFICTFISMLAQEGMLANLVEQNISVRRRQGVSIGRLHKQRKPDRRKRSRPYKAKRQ
HePTP inhibitor = blocks human HePTP tyrosine phosphatase | recombinant HePTP phosphatase activity, OD absorbance | inhibition, % at 20 µM | 0.64% of 110,000 active; in the data active means inhibition above about 50%;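 further: plate controls were vehicle for no effect and reference inhibitor for full effect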
An asterisk follows results filed as active; · = not tested or not shown; & = joins results of further samples.

SMILES | BAP1 inh | HePTP inhibitor
c1ccc(-c2nc3cc(Cc4ccc5oc(-c6ccccn6)nc5c4)ccc3o2)nc1 | 99.7 | 4.9
CC(C)CCNc1nc(N2CCCC2)c2c(c1C#N)CCN(C)C2 | 140.1 | -5.4
COc1cccc(/C=N/NC(=O)CCNc2n[nH]c(=O)[nH]c2=O)c1OC | · | -16.5
COc1ccc(N/C(C)=C/C2=[N+](c3ccccc3)C(O)(c3ccccc3)CS2)cc1 (configuration not stated) | · | 5.1
O=C(c1cc2ccccc2oc1=O)N(Cc1ccco1)Cc1cccs1 | 86.3 | 3.3
CCOc1ccc(C(=O)Nc2cc(Cl)cc(Cl)c2)cc1[N+](=O)[O-] | · | 0.8
COc1ccc(-c2cc(C(=O)OCC(=O)N3CCCC3)c3ccccc3n2)cc1 | 65.6 | 6.5
O=C(c1ccccc1F)N1CCN(Cc2ccc(F)cc2)CC1 | · | 8.2
COc1ccc(Cl)cc1/C=C1\C(=O)NC(=O)N(c2cc(C)cc(C)c2)C1=O | · | 7.2
CC1=CC=CN2CC(O)CN=C12 (configuration not stated) | 148.4 | -0.3
Cc1ccccc1NC(=S)NC(=O)/C=C/c1ccccc1 | · | 1.3
O=C1C2C3C=CC(C3)C2C(=O)N1CN(Cc1ccccc1)CN1C(=O)C2C3C=CC(C3)C2C1=O (configuration not stated) | 90.7 | -4.4
Cc1ccc(C(=O)Nc2nc(-c3ccc(F)cc3)cs2)cc1[N+](=O)[O-] | · | -15.7
Cc1c(OC(C)C)ccc2c1oc(=O)c1ccccc12 | · | -2.7
CN(C)c1ccc(C2/C(=C(\O)c3ccc(Cl)cc3)C(=O)C(=O)N2CCCCCC(=O)O)cc1 (configuration not stated) | · | -6.8
COC(=O)c1ccc(NC(=O)c2ccccc2C(F)(F)F)cc1 | · | -3.6
C/C(NCc1cccnc1)=C(\C#N)C(=O)NCc1ccccc1 | 104.8 | 1.5
O=C1NCCCc2c1no[n+]2[O-] | 142.9 | 1.8
COc1ccc(/C=C/C(=O)/C=C/c2ccc(N(C)C)cc2)cc1 | · | 8.3
CCCC1(C(=O)OC)NC(c2cc(OC)c(OC)c(OC)c2)C2C(=O)N(CC)C(=O)C21 (configuration not stated) | 93.9 | -10.3
Cc1ccc(CNC(=O)CCCNS(=O)(=O)c2cccc3nonc23)cc1 | · | 3.1
O=S(=O)(Nc1cccnc1)c1ccc(Cl)c(C(F)(F)F)c1 | 148.1 | 8.7
Cn1c(=O)c(C(=S)NC(=O)C2CC2)c(N)n(Cc2ccccc2)c1=O | 102.5 | -13.0
CCOc1cc(/C=c2\sc3nc4ccccc4n3c2=O)cc(Br)c1OCc1ccc(F)cc1 | · | -10.9
COc1ccc(C(=O)CSc2nnnn2C)cc1 | 67.2 | ·
CC(C)CCNC1=CC(=O)CC(c2ccccc2)C1 (configuration not stated) | · | 2.9
CC(C)CN1C(=O)/C(=C/c2cccc([N+](=O)[O-])c2)SC1=S | · | 7.6
O=C(c1c[nH]c2ccc(S(=O)(=O)N3CCC4(CC3)OCCO4)cc2c1=O)N1CCOCC1 | · | 10.5
Cc1ccc(C)c(C(=O)Nc2c(C(N)=O)oc3ccccc23)c1 | 92.1 | 1.3
CC(C)CCC(CCN1CCOCC1)c1ccc2c(c1)OCO2 (configuration not stated) | 68.1 | -5.1
Cc1ccc(-n2ccnc2SCC(=O)N(CC(C)C)C2CCS(=O)(=O)C2)c(C)c1 (configuration not stated) | 88.9 | -6.7
C#CCOc1ccc(/C=C2\C(=O)NC(=O)N(c3ccc(C)cc3)C2=O)cc1OCC | · | 4.7
C=COCCNC(=O)C(=O)Nc1ccccc1C | · | 10.5
Cc1nn(C(C)(C)C)c(OC(=O)c2cccs2)c1S(=O)(=O)c1ccccc1 | 79.2 | 8.1
COc1ccc(OC)c(-c2cc(C(=O)NCCN3CCOCC3)no2)c1 | 105.2 | 3.1
Cc1cc(C)cc(-n2nnc(C(=O)NCc3ccccc3Cl)c2N)c1 | 59.4 | 0.7
COc1nc(N)nc(NC23CC4CC(CC(C4)C2)C3)n1 | 99.5 | -1.5
CC(C)OCCCNC(=O)NC12CC3CC(CC(C3)C1)C2 | 97.1 | 4.8
CC1=NNC(=O)C1CCC(=O)N/N=C/c1c(Cl)cccc1Cl (configuration not stated) | · | 9.0
CCOC(=O)CNC1CC(C)(C)NC(C)(C)C1 | · | -8.7
CCc1ccc(C2NC(=O)NC(C)=C2C(=O)OC2CCCCC2)cc1 (configuration not stated) | 53.9 | ·
CCN(CC)CCN1C(=O)c2oc3ccccc3c(=O)c2C1c1cccc(Br)c1 (configuration not stated) | 93.9 | 6.9
Cn1c(=O)[nH]c(=O)c2c1nc(Br)n2CCSc1nnnn1-c1ccccc1 | 60.9 | 3.5
CC(=O)Nc1ccc(S(=O)(=O)NC(CC(=O)NC2CCCCC2C)C(C)C)cc1 (configuration not stated) | 101.0 | 13.6
Cc1ccccc1NC(=O)CC1SC(=NC2CCCCC2)NC1=O (configuration not stated) | · | -2.0
O=C(NCCNS(=O)(=O)c1ccccc1)c1c(O)c2ccccc2oc1=O | · | 2.1
CCC(C)c1cc(S(=O)(=O)N2CCOCC2)ccc1OC (configuration not stated) | 111.4 | -2.0
CC(C)CCNC(=O)C(c1cccs1)N(CC1CCCO1)C(=O)Cn1nnc2ccccc21 (configuration not stated) | 119.4 | 9.7
CC(=O)Nc1ccc(NC(=S)NC(NC(=O)c2cccc([N+](=O)[O-])c2)C(Cl)(Cl)Cl)cc1 (configuration not stated) | · | 10.0
COc1ccc(C2=CC(c3ccc(OC)c(OC)c3)n3nnnc3N2)c(OC)c1 (configuration not stated) | 155.3 | 5.5
(list continues)
SMILES | BAP1 inh | HePTP inhibitor
Fc1ccc(Cn2cc(/C=N/n3cnnc3)c3ccccc32)cc1 | · | -4.2
Fc1ccc(CSc2nnc(-c3cccnc3)n2Cc2ccco2)cc1 | · | 5.8
C#CCOc1c(Cl)cc(C2C(C(=O)OC)=C(C)NC3=C2C(=O)c2ccccc23)cc1Cl (configuration not stated) | · | -7.9
OC(COCc1cccs1)CN1CCCCCC1 (configuration not stated) | 111.6 | 9.6
COc1ccc(C(=O)N2CCN(c3ccc(C)cc3C)CC2)cc1OC | 93.6 | 8.7
O=[N+]([O-])c1cc(-c2nnc(-c3ccccc3)o2)cc([N+](=O)[O-])c1 | · | 8.1
COc1cc(NC(=O)NC(C)(C(F)(F)F)C(F)(F)F)cc(OC)c1OC | 117.2 | -13.4
O=C(c1ccccc1)c1cccc(N2C(=O)c3ccc([N+](=O)[O-])cc3C2=O)c1 | 136.1 | ·
CC(=O)Nc1nonc1-n1nnc(C(=O)NCc2ccccc2)c1C | 106.1 | 2.8
Cc1cc(Cl)ccc1NC(=O)c1cccc([N+](=O)[O-])c1C | · | -0.5
CN(C)CCCNCCCNC(=O)c1ccncc1 | 98.8 | 0.7
CCOC(=O)c1cnn2c(C)cc(C)nc12 | · | 3.8
CCCc1cc(=O)[nH]c(SCC(=O)c2c(N)n(C)c(=O)n(C)c2=O)n1 | · | -3.5
COc1cc2c(cc1OC)C(c1cccs1)CC(=O)N2 (configuration not stated) | 98.2 | 2.6
Cc1ncoc1C(=O)Nc1cccc(Cl)c1C | 109.4 | -1.4
CCN(CC)C(=O)CCC(=O)Nc1ccc(C(=O)OC)cc1 | 92.8 | 4.6
CCOC(=O)c1ccc(Nc2c(CC)c(C)nc3ncnn23)cc1 | 88.3 | -3.1
CCOc1cc(C=C2C(=O)NC(=O)NC2=O)ccc1OS(=O)(=O)c1ccc(C)cc1 | · | 5.7
COc1ccc(C2CC(C(F)(F)F)n3nc(C(=O)Nc4cc(C)ccc4O)cc3N2)cc1 (configuration not stated) | · | -4.9
Cc1oc2cc(OCc3ccc(Cl)cc3)ccc2c(=O)c1Oc1ccccc1 | 96.3 | ·
O=C(CSc1cccc2cccnc12)Nc1ccccc1 | · | 10.2
C1=CN2CCC1C(c1ccccc1)C2 (configuration not stated) | 85.8 | -6.0
O=C(Nc1ccc(Nc2ccccc2)cc1)c1cccc(Br)c1 | · | 0.1
O=C(CSc1ccc(Cl)cc1)NCCc1ccc(F)cc1 | · | -1.7
CC(C)c1ccc(-c2csc(NC(=O)c3ccccc3Cl)n2)cc1 | 149.6 | ·
Cc1cccc2cc(C#N)c(SCC(=O)N3CCC(C)CC3)nc12 | 75.6 | 10.4
CC1CC(C)CN(CCCNC(=O)CNC(=O)Cn2ccc3ccccc3c2=O)C1 (configuration not stated) | · | 6.2
COc1ccc(NC(=O)C(C(C)C)N2C(=O)c3ccccc3C2=O)c(OC)c1 (configuration not stated) | 196.0 | ·
CC(C)Oc1ccccc1-c1nc(SCC(=O)O)n[nH]1 | 171.7 | 7.3
CC(C)c1nnc(NC(=O)Nc2ccc(Cl)c(Cl)c2)s1 | · | 7.5
CCCOC(=O)C1[C@H]2C(=O)N(CCCOC)C[C@]23C=C[C@H]1O3 (some centres not stated) | 92.3 | -9.1
O=C(NCc1ccco1)C1CN(S(=O)(=O)c2ccccc2)CCN1S(=O)(=O)c1ccccc1 (configuration not stated) | 121.7 | 10.5&-4.8
Cc1nc2ccccc2c(=O)n1/N=C/c1cn(-c2ccccc2)nc1-c1cccs1 | 67.2 | 2.0
COc1ccc(CCN2CC(C#N)=C3c4cc(OC)c(OC)cc4CCN3C2)cc1OC | 84.2 | -2.9
CCCCCCNC(=O)c1c(O)c2cccc3c2n(c1=O)CCC3 | · | -9.8
COc1cc(C=C2C(=O)N(C)C(=O)N(C)C2=O)ccc1OCc1ccc([N+](=O)[O-])cc1 | · | -5.8
O=C(CSc1nnc(Cc2cc(=O)[nH]c(=O)[nH]2)n1-c1ccc(F)cc1)N1CCCCC1 | 94.4 | 6.7
O=C1CS/C(=N\N=C\c2cn(Cc3ccc(Cl)cc3Cl)c3ccccc23)N1 | · | 66.0*
COc1cc(/C=C2\SC(=S)N(Cc3ccccc3)C2=O)ccc1OC(=O)C12CC3CC(CC(C3)C1)C2 | · | -19.6
CCN1C(=O)CC(C(=O)Nc2ccc(F)cc2)SC1=Nc1cccc(OC)c1 (configuration not stated) | 94.2 | 5.6
Cc1ccc(SCc2cc(=O)n3[nH]cnc3n2)cc1 | 103.7 | ·
CC(=O)c1cccc(NC(=O)Nc2ccc3c(c2)N(C)C(=O)CS3)c1 | 74.6 | 7.8
COC(=O)c1sc(NC(=O)c2c(-c3c(Cl)cccc3Cl)noc2C)c(C#N)c1C | · | 3.4
CN1CCN(c2cc(=O)n(C3CCCCC3)c(=O)[nH]2)CC1 | 91.3 | 0.2
Cc1ccc(-n2[nH]c(C)c(C=NCc3ccncc3)c2=O)cc1 | · | -6.4
CCOC(=O)C1CCN(C(=O)C2CCCCC2)CC1 | 96.8 | 6.5
Cc1cc(OCC(=O)ONC(=O)c2ccc(Cl)cc2)ccc1Br | · | 2.2

Among those listed so far, 17 contain a Cl atom.
SMILES | BAP1 inh | HePTP inhibitor
CCOc1ccc(C(=O)Nc2cc(Cl)cc(Cl)c2)cc1[N+](=O)[O-] | · | 0.8
COc1ccc(Cl)cc1/C=C1\C(=O)NC(=O)N(c2cc(C)cc(C)c2)C1=O | · | 7.2
CN(C)c1ccc(C2/C(=C(\O)c3ccc(Cl)cc3)C(=O)C(=O)N2CCCCCC(=O)O)cc1 (configuration not stated) | · | -6.8
O=S(=O)(Nc1cccnc1)c1ccc(Cl)c(C(F)(F)F)c1 | 148.1 | 8.7
Cc1cc(C)cc(-n2nnc(C(=O)NCc3ccccc3Cl)c2N)c1 | 59.4 | 0.7
CC1=NNC(=O)C1CCC(=O)N/N=C/c1c(Cl)cccc1Cl (configuration not stated) | · | 9.0
CC(=O)Nc1ccc(NC(=S)NC(NC(=O)c2cccc([N+](=O)[O-])c2)C(Cl)(Cl)Cl)cc1 (configuration not stated) | · | 10.0
C#CCOc1c(Cl)cc(C2C(C(=O)OC)=C(C)NC3=C2C(=O)c2ccccc23)cc1Cl (configuration not stated) | · | -7.9
Cc1cc(Cl)ccc1NC(=O)c1cccc([N+](=O)[O-])c1C | · | -0.5
Cc1ncoc1C(=O)Nc1cccc(Cl)c1C | 109.4 | -1.4
Cc1oc2cc(OCc3ccc(Cl)cc3)ccc2c(=O)c1Oc1ccccc1 | 96.3 | ·
O=C(CSc1ccc(Cl)cc1)NCCc1ccc(F)cc1 | · | -1.7
CC(C)c1ccc(-c2csc(NC(=O)c3ccccc3Cl)n2)cc1 | 149.6 | ·
CC(C)c1nnc(NC(=O)Nc2ccc(Cl)c(Cl)c2)s1 | · | 7.5
O=C1CS/C(=N\N=C\c2cn(Cc3ccc(Cl)cc3Cl)c3ccccc23)N1 | · | 66.0*
COC(=O)c1sc(NC(=O)c2c(-c3c(Cl)cccc3Cl)noc2C)c(C#N)c1C | · | 3.4
Cc1cc(OCC(=O)ONC(=O)c2ccc(Cl)cc2)ccc1Br | · | 2.2

Compound activity deposited in PubChem BioAssay by several laboratories.
